# Screening results as filed in PubChem.
# Ins promoter up: MIN6 insulin promoter up-regulation. MIN6 insulin promoter-GFP reporter, high-content imaging; hits give high values. z-score at 5 µM. 0.3% of 190,000 active;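 active means z-score above 3 at 5 µM with at least 500 cells counted in the well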
# Autophagy mod: modulators of autophagy | 0.98% of 190,000 active | calls only at 10 µM (by protocol) | MEF GFP-LC3 puncta imaging; test concentration mostly 10 µM | AID 463193;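 active means percentage of spot-positive cells more than 3 SD above its plate mean, without a fluorescence outlier flag or 80% toxicity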;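 further: spot-positive cell cutoff set from DMSO-treated cells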
# MT stabilizer: stabilizes microtubules in HeLa cells; HeLa tubulin immunostaining HCS, 24 h; share of cells brighter than vehicle mean+2SD; 0.83% of 200,000 active; % tubulin-high responders, % at 10 µM;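 active means plate Z-score above 3 for both tubulin-high and condensed-nucleus cell shares, with cell loss under 80%, at 10 µM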;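 further: anti alpha tubulin signal scored within the nucleus-defined area of each cell; some results filed as inactive read as strong as hits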
# T cell modulator: T cell immune modulation candidate | 2C CD8+ T cell-vesicle binding, flow cytometry; hits give low values | calls only at 7 µM | 0.068% of 330,000 active;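 active means response, share of CD8 T cells binding vesicles, and their 90th percentile fluorescence all below set limits, cut at about 80% in these data, passing the limit was not always enough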
#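 Material: 2C TCR transgenic mouse naive CD8+ T cells, MACS-purified. Also added: QL9-charged Drosophila Ld/ICAM-1/B7-1 vesicles. Timing: binding 1.5 h at 37 °C. Measured by: high-throughput flow cytometry with anti-B7-1 and anti-CD8 staining. Read-out: percent CD8+ FL2 mean versus row control. Controls: Unloaded micro-vesicles (low), QL9 vesicles with 0.7% DMSO (high).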
# Salmonella PhoP GFP: inhibitors of PhoP regulon expression, primary screen, Salmonella Typhimurium, GFP reporter (AID 1863); S. Typhimurium PhoP-regulated promoter GFP reporter, 4 h; higher % means a stronger effect; inhibition, % at 50 µM, or IC50 in µM where a hit was titrated; 0.16% of 300,000 active;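 active means inhibition over 29.93%, a cutoff 3 SD above the screen mean, later confirmed by dose response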;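 further: 0% = low Mg2+ inducing control and 100% = high Mg2+ repressing control; strong numbers were not always called active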
# CSM14.1 death rescue: protection against thapsigargin-triggered cell killing – 384-well, CSM14.1, ATP luminescence, primary screen (AID 1222). 190,000 tested, under 10 active. cellular ATP content (survival), % at 20 µM; hits with a dose series show EC50 in µM. CSM14.1 thapsigargin-induced death rescue, ATP luminescence; higher % means a stronger effect;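 active means EC50 below 50 µM in the dose-response confirmation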;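 further: death triggered by thapsigargin at about 15 µM added after 2 h compound pretreatment; cell ATP read after overnight thapsigargin exposure of roughly 18 to 22 hours; normalized against plate controls of thapsigargin alone and 5% DMSO vehicle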
# Dynein cargo inh: dynein cargo transport inhibition; 3617.4 mouse cells, GR-EGFP nuclear translocation imaging; test concentration mostly 20 µM; stimulated with dexamethasone, 1 µM; hits give low values; z-score, hits read low; 0.47% of 220,000 active; AID 1381;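 active means plate z-score of nuclear minus cytoplasmic receptor signal below a set negative limit, without overly bright fluorescence or cell loss, cut at about -3.5 in these data, passing the limit was not always enough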;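 further: z-score of nuclear minus cytoplasmic ring GR-EGFP intensity difference per well; some compounds called inactive have numbers as strong as hits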
#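 Buffer or medium: tet-free, stripped-serum medium; reagent: dexamethasone at 1.0 µM final, 30 min; incubation: 48 h induction, 1 h compound, 30 min dex at 37 °C; measured by: formaldehyde fixation, Hoechst nuclear stain, 10x automated fluorescence imaging; read-out: nuclear-to-cytoplasmic GR-EGFP distribution per well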
# b-catenin transl: modulators of beta-catenin nuclear translocation | HeLa beta-catenin nuclear translocation, immunofluorescence imaging | nuclear translocation activity, % at 5 µM | 0.3% of 190,000 active | AID 1665;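 active means nuclear translocation activity above 50% at 5 µM, with a well cell count of 50 or more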;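 further: per-cell ratio of nuclear to cytoplasmic median beta-catenin stain intensity; plate controls were DMSO negative control for no effect and GSK-3 inhibitor IX positive control for full effect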
#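 Test system: human HeLa cells, native beta-catenin. Compound dosing: 5 µM primary single dose, 0.1% DMSO, 0.02–20 µM confirmation series. Incubation: compound exposure 24 h at 37°C. Detection: beta-catenin immunostaining with DAPI counterstain, 20x imaging, 6 fields/well. Read-out basis: Nuclear/cytoplasmic beta-catenin signal ratio, % activation.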
# Hep lipid drop: modulators of hepatic lipid droplet formation. AML12 mouse hepatocytes, oleate lipid droplets, BODIPY imaging. 0.4% of 240,000 active. inhibition, % at 6.5 µM. AID 1656;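 active means lipid droplet intensity inhibited by at least 50%, with more than 500 cells counted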
#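 Material – mouse AML12 hepatocyte cell line, fixed after treatment · Compound dosing – one dose, 6.5 µM compound · Times – compound with oleate, overnight · Measured by – Image-based BODIPY and DAPI two-channel analysis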
# Dynein cargo inh cytoplasmic EGFP: also measured in Dynein cargo inh; calls as there; z-score; measured here: cytoplasmic GR-EGFP intensity; hits give high values
# Dynein cargo inh nuclear GR-EGFP: also measured in Dynein cargo inh; calls as there; z-score; measured here: nuclear GR-EGFP intensity;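 lower value marks the stronger effect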
# Dynein cargo inh cell count: recorded beside Dynein cargo inh, whose call it bears; z-score; measured here: cell count per field
# Ins promoter up cell count: second read-out of Ins promoter up, no call of its own (marks repeat the call); cell count; measured here: cytotoxicity, nuclei count;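 total cells summed across four imaged fields per well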
# Hep lipid drop cells 6.5 µM: recorded beside Hep lipid drop, whose call it bears; cell count; measured here: cell count, cytotoxicity flag;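 cells counted across two imaged fields per well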
# b-catenin transl cell count 5 µM: second read-out of b-catenin transl, no call of its own (marks repeat the call); cell count; measured here: cell count, cytotoxicity flag
# T cell modulator vesicle-bound %: second read-out of T cell modulator, no call of its own (marks repeat the call); double positive events, %; measured here: CD8+ vesicle-bound cell fraction;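 binding gate set so that unloaded-vesicle control wells show 10% double positive cells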
# MT stabilizer Hoechst-high %: second read-out of MT stabilizer, no call of its own (marks repeat the call); % Hoechst-high responders; measured here: nuclear condensation Hoechst responders;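 share of cells brighter than vehicle mean plus two SD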
# MT stabilizer cytotoxicity %: second read-out of MT stabilizer, no call of its own (marks repeat the call); toxicity, %; measured here: cytotoxicity by cell density;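 0% = mean cell density of plate MIN control wells and 100% = no cells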
# Autophagy mod cell loss 18 h: also measured in Autophagy mod; calls as there; toxicity, %; measured here: cell loss, nuclei count;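 cell loss after 18 h compound exposure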
# Active calls of the source: *; i = inactive; nt = no result given. The order is random; overall some 3% were active at least once.
SMILES,Ins promoter up,Ins promoter up cell count,Autophagy mod,Autophagy mod cell loss 18 h,MT stabilizer,MT stabilizer Hoechst-high %,MT stabilizer cytotoxicity %,T cell modulator,T cell modulator vesicle-bound %,Salmonella PhoP GFP,CSM14.1 death rescue,Dynein cargo inh,Dynein cargo inh cytoplasmic EGFP,Dynein cargo inh nuclear GR-EGFP,Dynein cargo inh cell count,b-catenin transl,b-catenin transl cell count 5 µM,Hep lipid drop,Hep lipid drop cells 6.5 µM
O=C(COc1ccc(F)cc1)NCC1CCCO1 (stereo unspecified),-0.38,1251,i,-1,2.3,1.6,5.1,i,18,-11%,2.1%,0.026,0.23,0.31,0.35,-0.4,1209,0,782
COc1nccnc1NS(=O)(=O)c1ccc(NC(=S)NC(=O)c2ccc(F)c(F)c2)cc1,-0.27,1450,i,11,2.1,2.7,2.2,i,53,-6%,-2.7%,0.091,-0.25,0.097,0.11,2.9,998,-6,561
O=S(=O)(NC(=NCc1ccccc1)c1ccc(F)cc1)c1ccc(Cl)cc1,-0.28,1486,i,18,4.8,3.1,3.4,i,14,-1%,0.2%,1.2,-0.21,0.82,0.31,0.2,1484,-11,650
Cn1cc(Cl)c(C(=O)OCC(=O)Nc2ccccc2)n1,-0.52,891,i,-10,2.4,1.8,5.3,i,52,-3%,-0.4%,-0.83,-0.19,-0.46,2,-2.8,1243,-9,790
Cc1ccc(C(=O)NC2(C(F)(F)F)NC(=O)N(c3ccc(Cl)cc3)C2=O)cc1 (stereo unspecified),-0.11,1258,i,5,4.4,2.1,4.0,i,30,-1%,-2.1%,-0.36,-0.32,-0.55,0.66,-2.3,552,-4,551
O=S(=O)(Nc1nc2ccccc2[nH]1)c1ccc2ccccc2c1,-0.02,929,i,-6,1.9,1.8,4.1,i,33,-10%,-0.2%,2.3,-0.17,1.3,-0.68,1.0,1035,5,784
N#CC(C#N)=C1NC2(CCCCC2)Cc2ccccc21,-0.9,1120,nt,nt,nt,nt,nt,i,51,-8%,nt,0.45,-0.21,0.22,-0.65,1.0,1345,-2,751
COCCNC(=O)CN(C(=O)CCC(=O)Nc1ccccn1)c1ccccc1F,-0.04,1322,i,12,2.1,2.5,11,i,42,-6%,-1.0%,-0.65,-0.24,-0.71,0.72,-1.0,1080,21,701
OC1C2CN3CCN(C2)CC1(Cc1ccccc1)C3 (stereo unspecified),nt,nt,i,-2,1.3,1.0,3.2,i,54,4%,-0.5%,0.85,-0.23,0.29,0.85,-1.1,614,6,711
COc1ccccc1-n1cc(CN2CCCC(CO)(Cc3cccc(Cl)c3)C2)cn1 (stereo unspecified),0.24,1467,i,5,1.4,2.1,6.9,i,22,-1%,-1.8%,-0.18,-0.24,-0.14,0.58,0.8,988,-29,652
COc1ccc(S(=O)(=O)N(C)CC(=O)NC2CCCCC2)cc1OC,0.58,1175,i,1,2.6,1.7,4.9,i,10,-7%,-0.2%,-0.42,-0.23,-0.35,0.81,0.6,1018,1,688
COC(=O)c1c(NC(=O)CN2CCN(c3cccc(Cl)c3)CC2)sc(C)c1C,-0.54,1082,i,-3,1.8,2.4,11,i,18,-2%,-1.5%,1.5,-0.12,1.1,-1.3,1.8,476,-21,659
O=C(c1ccccc1)N1CCC(c2nc(-c3ccc(S(=O)(=O)NCC4CCCO4)cc3)no2)CC1 (stereo unspecified),-1.1,895,i,9,2.6,1.3,6.1,i,7,-1%,4.7%,3.7,-0.17,1.6,0.37,0.2,1173,-4,781
O=C(Nc1ccccc1-c1nc2ccccc2s1)c1ccco1,-0.53,1311,i,-47,i,nt,100,i,1,5%,-1.2%,0.057,0.25,0.047,0.26,1.8,1009,nt,nt
CC(C)CN1C(=O)NC(NC(=O)c2cccs2)(C(F)(F)F)C1=O (stereo unspecified),0.58,1492,i,3,4.3,2.4,7.0,i,14,0%,-0.2%,-0.89,-0.24,-0.29,1.2,-0.3,767,nt,nt
CCOC(=O)c1cccc(NC(=O)CCS(=O)(=O)c2cccs2)c1,-0.28,1213,i,0,2.7,1.6,2.1,i,54,7%,7.0%,-1.7,-0.17,-0.57,1,-3.8,1096,0,777
OCCC1CN(CC(c2ccccc2)c2ccccc2)CCN1C1CCCC1 (stereo unspecified),-0.38,1439,i,-7,2.3,1.0,1.5,i,68,-5%,-2.4%,-1.5,-0.23,-0.9,2.2,0.3,1040,-6,730
O=C(C1CCCO1)N1CCN(S(=O)(=O)c2cccc3nsnc23)CC1 (stereo unspecified),-0.14,1279,i,16,2.2,1.7,4.8,i,32,-6%,3.3%,0.17,-0.24,0.45,0.53,-0.3,1073,nt,nt
NC(=O)NC(=O)COC(=O)CCCCCNS(=O)(=O)c1ccc2c(c1)OCCO2,0.43,1292,i,-1,1.9,1.9,8.3,i,46,0%,-0.4%,-1.5,0.14,-0.25,1.1,-3.1,1073,1,650
COc1ccccc1-c1cc(C(F)(F)F)nc(S(C)(=O)=O)n1,0.39,854,i,-13,2.5,0.9,7.9,i,51,-6%,2.7%,-4.6*,1.8*,-1.9*,-0.9*,nt,nt,1,778
CC1=NN(C(=O)Cc2ccccc2)C(O)(c2cccnc2)C1 (stereo unspecified),1.2,1815,i,16,3.9,1.4,11,i,13,7%,-2.1%,-0.41,-0.21,-0.51,0.15,-0.8,1127,5,556
O=C1N(c2ccccc2)C[C@@H]2C[C@@H](c3cccc4c3OCO4)N3CCC[C@@]123,-1.2,1313,i,-9,3.5,1.5,6.8,i,52,-2%,-0.9%,-0.24,-0.32,0.031,-0.18,5.5,931,-20,671
O=C(CSc1ccccc1C(=O)O)NCc1ccco1,nt,nt,i,-26,1.2,1.5,9.6,i,19,0%,-0.2%,-0.002,-0.2,-0.034,0.28,nt,nt,nt,nt
COc1ccc(C(=O)Oc2cc(/C=N/NC(N)=S)ccc2OC)cc1,-0.01,1523,i,-18,3.6,3.0,9.3,i,38,11%,0.8%,-0.6,-0.17,0.31,1,-2.4,1320,nt,nt
Cc1nc2c(C(=O)NCc3ccccc3Cl)c[nH]n2c(=O)c1Cl,0.02,1904,i,-17,2.5,1.8,5.9,i,16,-8%,-1.9%,1.2,-0.18,1.3,0.45,0.8,1112,-3,725
COCCn1c(C)cc(C(=O)COC(=O)c2ccc[nH]c2=O)c1C,0.35,1332,i,-2,2.7,3.0,9.7,i,52,-1%,-7.6%,-0.51,-0.31,-0.59,0.16,-0.3,949,11,370
Cc1ccc(CN(C(=O)C(F)(F)F)C(C(=O)NC2CCCCC2)c2ccco2)cc1 (stereo unspecified),-1.1,588,i,1,3.3,2.9,6.3,i,58,-9%,0.5%,0.71,-0.16,0.71,0.016,0.5,1176,-22,686
CCCCN(CC)CCNc1c(NC2CCN(C(=O)OCC)CC2)c(=O)c1=O,-0.22,1002,i,6,7.1,2.9,4.5,i,28,1%,-1.4%,0.96,0.0015,0.84,-1.2,nt,nt,nt,nt
Cc1cccc(CSc2nc3ccncc3n2CC(=O)Nc2ccc(C)c(C)c2)c1,1.1,1328,i,9,4.2,2.0,6.6,nt,nt,5%,-4.4%,-0.53,-0.28,0.34,0.86,-0.3,555,-2,747
COc1ccc(C(=O)N2CCN(c3cccc(Cl)c3)CC2)cc1,-0.62,981,i,-4,2.3,1.2,4.4,i,9,0%,-1.5%,0.31,-0.24,0.17,-0.23,-1.6,1171,-3,703
CC1(C)Cc2c(sc3nc(SCC(=O)N4CCOCC4)nc(N)c23)CO1,-0.3,1135,i,20,2.8,2.2,6.2,i,14,8%,1.2%,1,-0.21,0.66,0.13,-1.5,1050,nt,nt
Cc1nc2c(cnn2-c2ccccc2Cl)c(=O)n1-c1ccc(C(C)C)cc1,-1.3,897,i,7,1.8,1.3,7.6,i,41,-4%,0.0%,-0.49,-0.16,-0.36,0.72,nt,nt,12,749
Cc1ccc(-c2nn(-c3ccccc3)cc2C(=O)NN2CCN(C)CC2)cc1,-1.8,1379,i,2,4.4,1.6,9.6,i,54,-4%,-1.2%,-0.59,-0.17,-0.22,-0.1,-1.2,1121,-4,681
CCOc1cc(CNCC(O)c2ccccc2)cc(Cl)c1OC (stereo unspecified),nt,nt,i,0,1.6,1.7,3.4,i,41,3%,-2.1%,-0.53,-0.2,-0.47,-0.024,0.4,1584,-1,649
